CF NFkB inh: blocks PAF-induced NF-kB reporter in cystic fibrosis cells; KKLEB NF-kB-GFP reporter, GFP fluorescence overnight; inhibition, % at 5 µM; 0.86% of 360,000 active; AID 588850;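 active = at least 50% inhibition at 5 µM, scaled per plate between neutral and stimulator controls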;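 note: PAF is a Pseudomonas aeruginosa culture filtrate used as stimulus; plate controls were PAF-stimulated DMSO wells for no effect and unstimulated DMSO wells for full effect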
Shn3 inh set2: reduces Shn3 3'UTR luciferase signal in osteoblasts | Clone20 osteoblast Shn3 3'UTR firefly luciferase, 24 h | inhibition, % at 12.5 µM | 0.52% of 360,000 active | AID 588674;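 active = mean inhibition of at least 75% with every replicate also reaching 75%; inconclusive = mean inhibition at least 75% but some replicate below; inactive = mean inhibition below 75%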;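 note: 0% = median of neutral control wells and 100% = pilot-screen positive control compound; some compounds past the cut are filed as inactive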
HIF-2a block: inhibitors of HIF-2a; 786-0 RCC cells HIF-2a reporter, luciferase luminescence, overnight; inhibition, % at 18.8 µM; 0.72% of 360,000 active;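 active = inhibition of the luminescence signal of 40% or more relative to plate controls, in a single-dose primary screen at 18.75 µM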
aDG glyco act: increases alpha dystroglycan glycosylation; Pro5-aDG cells, alpha-DG glycosylation AlphaScreen (IIH6); 0% Pro5, 100% B10-LARGE cell signal; activation, % at 10 µM; 0.22% of 360,000 active;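 active = activation of at least 8% versus controls, or a plate z-score of at least 8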;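 note: Pro5 are CHO cells carrying HIG-tagged alpha-DG that lacks glycosylation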
KKLEB cytotox: reduces viability of KKLEB cystic fibrosis airway cells | KKLEB CF airway cells viability, ATPlite luminescence, overnight; active compounds read low; cells stimulated with P. aeruginosa culture filtrate | activity change (cytotoxicity), % at 5 µM | AID 602141 | 0.36% of 360,000 active;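 active = corrected activity change at or below -50% at 5 µM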
TRPM1 prom inh: reduces MITF-dependent TRPM1 promoter luciferase signal; SK-MEL-5 TRPM1 promoter luciferase, 24 h; inhibition, % at 12.5 µM; 0.83% of 330,000 active;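 active = mean inhibition across replicates of 60% or more, whatever share of single replicates reaches that level; inconclusive = some that reach 60%, reason not given; inactive = mean inhibition across replicates below 60%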; note: values of inactives mirror those of a sister screen read the other way
NR2E3 ag-1: agonists of human NR2E3 nuclear receptor; CHO-S Gal4-NCOR/VP16-NR2E3 two-hybrid, luciferase; Q9Y5X4; 0.35% of 360,000 active; inhibition of corepressor binding, % at 3.98 µM; AID 602229;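 active = inhibition above the mean of all tested compounds plus 3 SD, cut at about 70% in these data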;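 note: 0% = DMSO with NR2E3 transfected cells and 100% = cells lacking NR2E3 construct; higher means lower luciferase signal from less NR2E3 corepressor binding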
Target sequence (Q9Y5X4 whole entry, looked up, the tested form may be a part): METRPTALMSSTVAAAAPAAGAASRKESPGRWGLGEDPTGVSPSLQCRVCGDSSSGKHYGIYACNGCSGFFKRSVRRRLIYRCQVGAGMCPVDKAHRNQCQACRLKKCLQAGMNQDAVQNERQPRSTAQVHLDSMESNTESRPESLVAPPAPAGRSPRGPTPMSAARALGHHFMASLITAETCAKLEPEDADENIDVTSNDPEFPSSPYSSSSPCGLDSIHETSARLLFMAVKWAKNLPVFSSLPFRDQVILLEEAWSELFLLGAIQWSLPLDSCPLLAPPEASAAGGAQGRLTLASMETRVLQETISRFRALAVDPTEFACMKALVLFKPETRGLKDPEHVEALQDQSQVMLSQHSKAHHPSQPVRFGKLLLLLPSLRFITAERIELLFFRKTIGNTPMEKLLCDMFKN
Peg3 promoter: reduces Peg3 promoter-driven luciferase expression in HeLa. 1.7% of 360,000 active. HeLa PEG-Prom luciferase reporter, luminescence, overnight. inhibition, % at 20 µM;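 active = inhibition of at least 50% at 20 µM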
NR2E3 ag-2: agonists of human nuclear receptor NR2E3; GST-NR2E3/biotin-RetCOR TR-FRET, 1536-well; inhibition of corepressor binding, % at 4.78 µM; 0.12% of 320,000 active; AID 2300;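 active = percent inhibition above the cutoff of mean plus 3 SD of all tested compounds, set per screening campaign, cut at about 20% in these data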;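 note: 0% = DMSO wells and 100% = biotin wells as full block of FRET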
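Material: NR2E3–RetCOR corepressor complex | Quantity: 1.35 nM GST-tagged NR2E3 final | Schedule: 5 h at 4 °C | Replication: Singlicate compound wells | Reagent: RetCOR corepressor, biotinylated, 7 nM | Controls: Biotin wells as high control, 0.6% DMSO wells as low control | Signal: TR-FRET, Eu(K)-anti-GST donor, streptavidin-D2 acceptor, ex 340, em 617/671 nm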
hiPSC survival: enhancers of human iPSC single-cell survival | hiPSC single-cell survival, ATPlite luminescence; 100% = ROCK inhibitor wells, 0% = DMSO | survival enhancement, % at 20 µM | 0.044% of 360,000 active | AID 602274; in the data active = survival enhancement above about 18%;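 note: cells exposed to compounds for 16 hours before the ATP read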
TWEAK-Fn14 inh: TWEAK-Fn14 signaling inhibition. TWEAK-stimulated Fn14 reporter cells, luciferase luminescence, 8 h. inhibition, % at 10 µM. 2% of 360,000 active. AID 1159606; in the data active = inhibition above about 50%
An asterisk follows results filed as active; ? = inconclusive; nt = not tested or not shown.

Under each structure: CF NFkB inh	Shn3 inh set2	HIF-2a block	aDG glyco act	KKLEB cytotox	TRPM1 prom inh	NR2E3 ag-1	Peg3 promoter	NR2E3 ag-2	hiPSC survival	TWEAK-Fn14 inh
- CCOc1ncccc1C(=O)Nc1ccc(S(=O)(=O)N2CC(C)CC(C)C2)cc1 (centres undefined)
  9	18	11	0.3	0	6	-10	10	nt	1.2	16
- O=C(NCc1ccc2c(c1)OCO2)c1cc(S(=O)(=O)N2CCCCC2)ccc1F
  -17	-16	-5	0.2	4	-1	20	3	5	-1.5	-15
- Cc1cc(C)c(C(=O)NCC(=O)c2ccccc2)c(C)c1
  -17	-29	-65	0.1	14	-14	1	-61	2	-0.4	-14
- CC1CCC(NC(=O)c2nn(C)c3c2CSc2ccccc2-3)CC1 (centres undefined)
  18	-28	-100	0.9	8	-36	-1	-166	-1	-0.7	-20
- CCOc1cc(C(=O)O/N=C(\N)c2ccccn2)cc(OCC)c1OCC
  -3	-17	-56	0.2	1	1	-79	84*	3	-0.5	-31
- Cn1c(=O)oc2cc(S(=O)(=O)N3CCC(C(=O)N4CC=C(c5ccccc5)CC4)CC3)ccc21
  -10	53	2	-0.2	-1	9	10	14	nt	-3.5	-9
- CN1C2C=C3C(C#N)=C(N)C(C#N)(C#N)[C@@H](c4ccc(Cl)cc4)[C@@H]3C1CC2 (some centres undefined)
  -24	4	20	0.1	8	3	-30	11	2	-1.1	16
- O=C(O)C1C2CCC(C2)C1C(=O)NCCc1cccc(Cl)c1 (centres undefined)
  -12	-2	11	0.0	1	-8	4	21	1	-0.3	0
- CN(Cc1nccs1)C(=O)C1CCC(=O)N(Cc2ccccc2F)C1 (centres undefined)
  8	2	-11	0.1	3	-13	-46	-4	0	-0.1	3
- NC(=O)C1CCN(CC(=O)Nc2nc(-c3ccccc3)cs2)CC1
  -9	7	6	0.0	-1	-2	5	10	1	-0.2	9
- CC(C)c1ccc(-c2nn[nH]n2)cc1
  -1	-19	-101	0.0	-1	-16	-55	-68	0	2.7	-9
- CCN(CC)S(=O)(=O)c1cccc(-c2nnc(SCC(=O)NC3CCCC3)n2N)c1
  8	3	24	-0.3	-8	-2	-12	6	-2	-1.8	4
- CC(=O)c1ccc(NC(=O)CSc2n[nH]c(-c3cccnc3)n2)cc1
  4	-6	-18	0.0	0	-21	6	-36	-3	-0.2	-10
- COc1ccc(-c2noc(CCC(=O)NC3CCCC3)n2)cc1
  -4	0	-3	-0.1	-10	-8	-18	1	-9	0.2	-6
- COc1ccc(Oc2coc3cc(OC(=O)/C=C/c4ccc(F)cc4)ccc3c2=O)cc1
  -6	-23	-2	-0.2	-3	-10	-1	-16	-5	6.2	-2
- O=[N+]([O-])c1ccc(-c2nc(-c3ccncc3)no2)cc1
  -1	-40	-199	0.1	-6	-24	-88	-156	-5	-0.2	-24
- CNC(=O)NC(=O)C(NC1CCCc2ccccc21)c1ccccc1 (centres undefined)
  -1	-3	-1	0.1	5	14	-6	3	1	-0.2	15
- CCCCC(=O)Nc1cccc(NC(=S)NC(=O)Cc2ccccc2)c1
  -10	-13	12	0.0	4	12	-14	10	-2	-0.9	-11
- O=C(c1cc(F)c(F)cc1Cl)N1CCN(c2ncccn2)CC1
  -4	-14	9	-0.1	4	11	10	11	1	0.9	2
- COc1cc(/C=N/NC(=O)c2ccc3nc[nH]c3c2)ccc1O
  6	3	14	0.1	4	-10	11	1	-1	-0.3	-6
- COc1ccc(OC)c(C(=O)c2ccc(C(=O)Nc3ccccc3)cc2)c1
  8	5	7	-0.4	9	-7	11	20	-5	4.6	-14
- CCOc1ccc(NC(=O)c2cccc(-n3cnnn3)c2)cc1
  -9	-3	3	0.1	0	-8	-12	-17	-1	-1.3	8
- Cc1ccc2c(c1)C1(OCCCO1)C(=O)N2
  -20	-8	5	-0.2	24	-2	27	37	3	-0.8	16
- COc1cc(NC(=O)c2cccc(Cl)c2)c(OC)cc1NC(=O)CN1CCOCC1
  -8	-13	-1	-0.1	3	-13	-33	-16	1	5.0	-10
- Cc1ccc(C)c(N2CCN(C(=O)Cc3ccc(-n4c(=O)[nH]c5ccsc5c4=O)cc3)CC2)c1
  -5	-4	18	0.2	1	-3	-11	8	-4	-0.4	-2
- COc1ccccc1NC(=O)/C(=C\c1cccnc1)NC(=O)c1ccccc1
  -6	3	16	0.0	3	4	-18	17	6	-0.7	-12
- CC(Oc1ccc(Cl)cc1)C(=O)Nc1ccccc1N1CCOCC1 (centres undefined)
  40	5	10	4.6	-22	2	3	27	nt	-0.4	-24
- O=C(O)c1sc2cccc(Cl)c2c1Cl
  3	3	14	-0.1	5	18	7	8	9	0.3	-3
- Cc1ccc(F)c(C(=O)N2CCCC(C)(C(=O)NS(=O)(=O)C3CC3)C2)c1F (centres undefined)
  -15	-1	11	-0.5	11	nt	16	1	nt	-0.7	2
- O=C(COC(=O)c1cc(-c2cccc(Br)c2)nc2ccccc12)NCC1CCCO1 (centres undefined)
  -33	17	-43	0.3	3	25	6	-44	0	-0.8	-30

Structures above that bear a hit mark in Peg3 promoter.
SMILES	CF NFkB inh	Shn3 inh set2	HIF-2a block	aDG glyco act	TRPM1 prom inh	NR2E3 ag-1	Peg3 promoter	NR2E3 ag-2	TWEAK-Fn14 inh
CCOc1cc(C(=O)O/N=C(\N)c2ccccn2)cc(OCC)c1OCC	-3	-17	-56	0.2	1	-79	84*	3	-31

One compound at a time, from the list above.
`CN1C2C=C3C(C#N)=C(N)C(C#N)(C#N)[C@@H](c4ccc(Cl)cc4)[C@@H]3C1CC2` (some centres undefined) across the screens: CF NFkB inh = -24; Shn3 inh set2 = 4; HIF-2a block = 20; aDG glyco act = 0.1; KKLEB cytotox = 8; TRPM1 prom inh = 3; NR2E3 ag-1 = -30; Peg3 promoter = 11; NR2E3 ag-2 = 2; hiPSC survival = -1.1; TWEAK-Fn14 inh = 16
`O=C(O)c1sc2cccc(Cl)c2c1Cl` across the screens: CF NFkB inh = 3; Shn3 inh set2 = 3; HIF-2a block = 14; aDG glyco act = -0.1; KKLEB cytotox = 5; TRPM1 prom inh = 18; NR2E3 ag-1 = 7; Peg3 promoter = 8; NR2E3 ag-2 = 9; hiPSC survival = 0.3; TWEAK-Fn14 inh = -3
`CCN(CC)S(=O)(=O)c1cccc(-c2nnc(SCC(=O)NC3CCCC3)n2N)c1` across the screens: CF NFkB inh = 8; Shn3 inh set2 = 3; HIF-2a block = 24; aDG glyco act = -0.3; KKLEB cytotox = -8; TRPM1 prom inh = -2; NR2E3 ag-1 = -12; Peg3 promoter = 6; NR2E3 ag-2 = -2; hiPSC survival = -1.8; TWEAK-Fn14 inh = 4

Next structures:
Under each structure: CF NFkB inh	Shn3 inh set2	HIF-2a block	aDG glyco act	KKLEB cytotox	TRPM1 prom inh	NR2E3 ag-1	Peg3 promoter	NR2E3 ag-2	hiPSC survival	TWEAK-Fn14 inh
- Cc1ccccc1NC(=S)N/N=C1\CC(C)(C)Oc2ccc(O)cc21
  -12	40	15	0.1	13	14	17	14	-2	0.1	-53
- N#CCCCSC1=C(C#N)C(c2ccccc2Cl)CC(=O)N1 (centres undefined)
  10	1	18	-0.1	1	12	-32	19	-3	-1.8	8
- Cc1onc(-c2ccccc2Cl)c1C(=O)Nc1nnc(-c2ccc(F)cc2)s1
  0	-17	6	2.6	6	nt	9	8	5	1.5	13
- CC(=O)N1CCN(S(=O)(=O)c2cccc(C(=O)Nc3nc4c(s3)CCCC4)c2)CC1
  -12	25	-35	-0.2	-5	11	-12	8	3	-0.4	15
- COCCNC(=O)C1CCCN(C(=O)c2csc3ccccc23)CC1 (centres undefined)
  -5	-1	8	0.0	9	nt	6	13	nt	3.8	7
- CCCCc1ncc(CN2CCC(n3nccc3NC(=O)c3ccccc3Cl)CC2)[nH]1
  -6	-6	6	0.0	4	0	-19	-12	5	-0.4	-3
- O=C(NN=C(Cc1ccccc1)Cc1ccccc1)c1ccccc1O
  -10	-9	-9	-0.3	-14	-9	-32	-2	-2	1.1	-3
- O=C(NC1CCN(C(=S)Nc2ccc(Cl)cc2)CC1)C1CCCCC1
  -14	36	10	0.1	4	3	4	11	2	0.3	19
- O=C(C[n+]1ccccc1)c1ccc(Cl)cc1
  26	18	13	-0.1	-3	-26	-12	1	4	0.2	8
- Cc1cc(Nc2cccc([N+](=O)[O-])c2)n2c(nc3ccccc32)c1C#N
  35	?	11	0.2	-38	76*	-18	17	4	-0.6	77*
- Cc1ccc2nc(NC(=O)c3ccc(Br)o3)sc2c1
  -18	-42	-275	0.0	-18	-70	-149	-277	-1	-0.4	0
- OCC[C@H]1C[C@H](O)[C@@H](O)[C@]2(Cc3ccccc3O2)O1
  -2	13	5	0.0	12	-6	-3	-8	0	-0.1	-16
- Cc1[nH]c2ccccc2c1C1(O)C(=O)N(Cc2ccc3c(c2)OCO3)c2ccccc21 (centres undefined)
  21	6	13	0.2	-16	13	-21	17	-3	-2.6	24
- COC(=O)/C(C#N)=C/c1c(N2CCN(c3ccc(OC)cc3)CC2)nc2c(C)cccn2c1=O
  -7	13	33	-0.1	-5	-1	-8	17	-3	-0.2	30
- C=CCNc1cnn(CC(C)=O)c(=O)c1Br
  -2	10	12	-0.3	2	4	-21	12	0	-0.7	-8
- Oc1cc(-c2ccccc2)c2ccccc2c1
  7	-3	6	-0.5	0	6	0	0	6	-0.4	36
- CCN(CC)c1ccc(C(=O)OCC(=O)N2CCCC2)cc1
  0	-8	-67	0.0	-2	12	-8	-64	0	-0.4	-10
- Cc1ccc(-n2cc(C(=O)c3ccc(N4CCN(C)CC4)cc3)nn2)cc1Cl
  16	-15	10	0.1	7	0	-29	3	1	0.5	-2
- CC1CCN(CCc2nc3cc(NS(=O)(=O)c4ccccc4)ccc3n2C)CC1
  8	-14	10	0.0	3	7	-28	40	-2	-0.6	21
- COC(=O)c1ccc(NC(=S)N2CCN(C)CC2)cc1
  0	-6	7	0.0	9	-18	1	1	0	-0.3	4
- COc1ccccc1NC(=O)CN1CCC(c2nc3ccc(C)cc3[nH]2)CC1
  17	18	30	0.0	-7	-10	-3	14	2	0.3	-5

An excerpt from above, limited to KKLEB cytotox, Peg3 promoter and hiPSC survival:
mol	KKLEB cytotox	Peg3 promoter	hiPSC survival
N#CCCCSC1=C(C#N)C(c2ccccc2Cl)CC(=O)N1 (centres undefined)	1	19	-1.8
CCN(CC)c1ccc(C(=O)OCC(=O)N2CCCC2)cc1	-2	-64	-0.4
Cc1ccccc1NC(=S)N/N=C1\CC(C)(C)Oc2ccc(O)cc21	13	14	0.1
